RAD54 branch: blocks human RAD54 Holliday junction branch migration; hit rate 0.14% among 360,000; AID 602329; inhibition, % at 10.4 µM; Q92698; FAM/BHQ fluorescence;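 active means mean normalized replicate activity at least 40 and at least half of replicates scoring 40 or more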;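 further: 0% = median of neutral control wells and 100% = median of positive control wells; inhibitors cause a drop in the FAM fluorescence signal; in these data hits start at about 50%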
Target sequence (Q92698 whole entry, looked up): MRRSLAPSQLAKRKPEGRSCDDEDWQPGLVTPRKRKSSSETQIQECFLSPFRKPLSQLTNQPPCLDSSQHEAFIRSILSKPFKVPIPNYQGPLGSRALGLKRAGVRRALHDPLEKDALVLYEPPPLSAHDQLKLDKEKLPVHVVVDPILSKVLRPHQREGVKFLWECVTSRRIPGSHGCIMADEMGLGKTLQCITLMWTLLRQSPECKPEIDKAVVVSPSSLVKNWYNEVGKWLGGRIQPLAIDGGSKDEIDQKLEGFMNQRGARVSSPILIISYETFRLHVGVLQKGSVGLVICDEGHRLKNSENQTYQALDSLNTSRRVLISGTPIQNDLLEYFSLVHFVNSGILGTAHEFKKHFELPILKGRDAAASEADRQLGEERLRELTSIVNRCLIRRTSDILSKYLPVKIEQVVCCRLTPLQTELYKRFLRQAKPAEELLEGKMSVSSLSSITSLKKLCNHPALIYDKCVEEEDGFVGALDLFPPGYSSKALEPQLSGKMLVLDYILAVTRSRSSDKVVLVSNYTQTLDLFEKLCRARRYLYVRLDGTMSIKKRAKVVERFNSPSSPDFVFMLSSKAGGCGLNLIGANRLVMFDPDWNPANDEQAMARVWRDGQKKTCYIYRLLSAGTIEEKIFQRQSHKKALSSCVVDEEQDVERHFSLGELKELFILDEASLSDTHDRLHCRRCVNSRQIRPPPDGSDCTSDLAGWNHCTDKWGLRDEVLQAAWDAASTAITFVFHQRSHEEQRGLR
Numbers without * were called inactive. An excerpt, so the mix of outcomes need not match the whole.

cpd	structure	RAD54 branch
1	O=C(NC(NC(=S)Nc1ccccc1C(=O)O)C(Cl)(Cl)Cl)c1ccccc1 (centres undefined)	-0.6
2	Cc1ccc2c(CC(=O)N3CCc4ccccc43)coc2c1	-6.4
3	C=CCn1cc(C(=O)NCc2ccc3c(c2)OCO3)c(=O)c2cc(S(=O)(=O)N(CC)CC)ccc21	1.1
4	CCCOc1ccc(C2=NNC(c3cccs3)=Nc3ccc(OC)cc32)cc1	-8.2
5	COc1ccc(OCCOc2ccc(C)nc2[N+](=O)[O-])cc1	-4.7
6	OCCN(CCO)c1ccc(C(c2ccccc2Cl)c2ccc(N(CCO)CCO)cc2Cl)c(Cl)c1	-8.0
7	CC(=O)NCCOc1ccc2oc3ccccc3c2c1	0.1
8	S=c1nc[nH]c2c1[nH]c1ccccc12	-3.9
9	CCCC(=O)Nc1cccn(Cc2ccccc2Br)c1=O	0.5
10	CC(=O)c1c(C)[nH]c(C(=O)OCc2nnc(-c3ccccc3)o2)c1C	0.3
11	Cc1ccc(N/N=C/c2ccc(N3CCOCC3)cc2)cc1C	-5.1
12	CCc1c(C)sc(NC(=O)OC)c1C(=O)N1CCCCC1	-11.1
13	CC1(C)CC(=O)C(C(C2=C(O)CC(C)(C)CC2=O)c2cccs2)C(=O)C1 (centres undefined)	-1.2
14	CCCN1C(=O)/C(=C\C=C2/C=CN(CC)c3ccccc32)SC1=S	-7.4
15	CC(=O)NCC(=O)OC(C(=O)c1ccccc1)c1ccc(Cl)cc1 (centres undefined)	4.8
16	CCOc1cc(C2C(C(=O)c3ccc(C)o3)=C(O)C(=O)N2CCc2ccccc2)ccc1O (centres undefined)	-7.3
17	COc1ccc(Nc2nc(N)nc(CSc3nccc(C)n3)n2)cc1	-2.4
18	CCCCCOc1ccc(CSC(=N)N)cc1[N+](=O)[O-]	7.2
19	CC(=O)c1cnc(N(C)C)s1	-8.9
20	CCc1nnc(NC(=O)CSc2nc3c(cc2C#N)CCCC3)s1	-14.4
21	COc1ccc(/C=N/NC(=O)Nc2nonc2N)cc1	4.1
22	COc1ccc(NC(=O)C2CCN(c3nnnn3-c3ccccc3)CC2)cc1	6.5
23	Cc1ccccc1N=Cc1cccc(O)c1O	-12.2
24	COc1ccc(/C=N/NC(=O)CCN2CCN(c3ccccc3)CC2)c(OC)c1OC	4.7
25	C=CCC(CC=C)(NC(=O)c1ccccc1C(=O)O)c1ccccc1	-6.8
26	O=C(N/N=C/c1cccc(OC(=O)c2ccc3c(c2)OCO3)c1)c1cncc(Br)c1	-5.1
27	CCn1c2ccccc2c2cc(/C=N/NC(=O)c3cccc(C)c3)ccc21	1.8
28	O=C1NC(=S)S/C1=C\c1ccc(SCc2ccco2)o1	-6.8
29	CCNc1ccc(Br)cc(C(=O)/C=C/c2ccc3c(c2)OCO3)c1=O	-9.8
30	Cc1ccc(N2C(=O)N(CC(=O)NC(c3ccccc3)c3ccccc3)C(=O)C2C)cc1 (centres undefined)	-4.9
31	CCCN1C(=O)C(O)(CC(=O)c2cccc(OC)c2)c2ccccc21 (centres undefined)	-0.7
32	O=C(Oc1ccc(N2C(=O)CCC2=O)cc1)c1ccccc1Cl	0.4

Structures shown so far that have a COOH group:
cpd	structure	RAD54 branch
1	O=C(NC(NC(=S)Nc1ccccc1C(=O)O)C(Cl)(Cl)Cl)c1ccccc1 (centres undefined)	-0.6
25	C=CCC(CC=C)(NC(=O)c1ccccc1C(=O)O)c1ccccc1	-6.8

Continued.
cpd	structure	RAD54 branch
33	S=c1[nH]nc(-c2ccccc2)n1/N=C/c1ccc(-c2ccccc2Cl)o1	-3.1
34	O=C1CC(SCc2nc3ccccc3[nH]2)C(=O)N1c1ccc(Cl)cc1 (centres undefined)	-0.5
35	Cc1cc(C)c(S(=O)(=O)Nc2ccc(O)cc2)c(C)c1	-0.2
36	CCCCOc1cc(C)nc(NCc2ccccc2)n1	-8.9
37	CSc1nnc(NC(=O)c2ccc(C)c(S(=O)(=O)N3CCOCC3)c2)s1	-1.0
38	c1ccc(Cn2nnnc2C(c2ccccc2)N2CCN(c3nc4ccccc4s3)CC2)cc1 (centres undefined)	-1.8
39	O=S(=O)(c1ccc(Cl)nc1)N1CCN(Cc2ccc3c(c2)OCO3)CC1	5.8
40	Cc1c(/C=N\NC(=O)C2(C)CC2(Cl)Cl)cnn1C (centres undefined)	-1.4
41	CCC(=O)N1c2ccc(S(=O)(=O)CCC(=O)NCCC3=CCCCC3)cc2CC1C (centres undefined)	-0.6
42	CN1C(=O)CC(n2c(CO)nc3ccccc32)C1=O (centres undefined)	-1.2
43	Cc1ccc(OCCn2c(CCCO)nc3ccccc32)cc1	-0.8
44	Fc1cccc(Cl)c1Cn1nnc(-c2ccc3c(c2)OCO3)n1	-4.8
45	O=C1CC(=O)N(Cc2ccco2)C(=S)N1	-6.7
46	Cc1nnc(N)nc1C	2.4
47	O=C(Nc1nccs1)c1cc2c(s1)CCCCC2	-3.3
48	CC1CCc2nc(NC(=O)CN3CCN(Cc4ccc5c(c4)OCO5)CC3)sc2C1 (centres undefined)	-9.6
49	O=C(Nc1nnc(-c2ccccc2)o1)c1ccc(Cl)cc1	-3.5
50	CCC(C)NC(=O)Cn1c(=O)n(CCCCC(=O)NCc2ccco2)c(=O)c2ccccc21 (centres undefined)	12.0
51	CC(C)NCCOCCOc1ccccc1F	10.7
52	C=CCn1c(SCc2c(C)noc2C)nc2ccccc2c1=O	6.3
53	COC(=O)Nc1ccc(OCC(=O)N2CCOCC2)cc1	-8.9
54	Cc1ccsc1/C=N/NC(=O)Cn1cnc2ccccc21	5.8
55	Cc1ccc2nc(Cl)c3nnnn3c2c1	-39.5
56	CCn1c(SCC(=O)Nc2ccc(NC(=O)c3ccco3)cc2)nnc1-c1cccs1	-1.3
57	COc1ccc(CN=C2NC(=O)CC(C(=O)Nc3ccc(F)cc3)S2)cc1 (centres undefined)	-7.7
58	CCC(C)NC(=O)CSc1nnc(-c2ccoc2C)n1CC1CCCO1 (centres undefined)	9.8
59	Cc1ccccc1OCCN1C(=O)NC2(CCCc3ccccc32)C1=O (centres undefined)	-3.2
60	Cc1cccc(C(=O)N2CC3(C)CC2CC(C)(C)C3)c1 (centres undefined)	-10.0
61	COC(=O)c1ccc(NC(=O)c2ccc(F)cc2)o1	-3.8
62	Oc1c(Br)cc(C2N=C(c3ccccc3)NO2)cc1Br (centres undefined)	11.3
63	COC(=O)c1cccc(NC(=O)CSc2nc3cccnc3n2C)c1	-12.0
64	Cc1cccc(-n2c(SCC(N)=O)nc3c(c2=O)C2(CCCC2)Cc2ccccc2-3)c1	6.2
65	CCCC(=O)Nc1ccc(C(=O)NCCCn2ccnc2)cc1	-2.1
66	COc1cc2c(cc1NC(=O)CN1CCN(S(=O)(=O)c3ccccc3F)CC1)oc1ccccc12	1.5
67	CC(NC(=O)CSc1nc2ccccc2n1CCC#N)c1ccc(F)cc1 (centres undefined)	-2.0
68	COc1cccc(C(=O)NCCC2=CCCCC2)c1OC	-3.3
69	Cc1cc(C)c(/C=N/NC(N)=O)c(C)c1/C=N/NC(N)=O	8.2
70	CC(C)(C)c1ccc(C(=O)NNc2cc(N3CCCCC3)nc(N3CCCCC3)n2)cc1	1.1
71	COC(=O)c1ccc(NN=Nc2ccc(C)cc2)cc1	-5.7
72	CCn1c(CNC(=O)c2ccc(OC)cc2)nnc1SCC(=O)c1ccccc1	-1.2
73	CC1(C(=O)O)CCC(C(=O)NCCc2ccccc2)C1(C)C (centres undefined)	1.3
74	COc1cccc(-c2nc(OC(C)C)c3ccccc3n2)c1	0.3
75	O=C(CSc1nnc(Cn2nnc3ccccc32)o1)N(Cc1ccc(Cl)cc1)c1ccccc1	-10.6
76	O=C1c2oc3ccccc3c(=O)c2C(c2cccnc2)N1Cc1ccco1 (centres undefined)	-3.6
77	CCOC(=O)c1sc(NC(=O)CSc2nnnn2-c2ccc(C)cc2)c(C(=O)OCC)c1C	3.9
78	CN(C)S(=O)(=O)c1cccc(C(=O)NCc2cccs2)c1	0.7
79	Cn1c(=O)c2[nH]c(NCCCN3CCOCC3)nc2n(C)c1=O	5.5
80	COC(=O)c1cc(C)nc(N)c1C#N	3.9
81	COc1ccc(/C=N/n2cncn2)cc1Cn1nc(C)c([N+](=O)[O-])c1C	-5.4
82	Fc1ccc(C2=CC(c3ccco3)n3ncnc3N2)cc1 (centres undefined)	-16.3
83	COC(=O)C1C2C=CC3(CN(CCc4ccccc4)C(=O)C13)O2 (centres undefined)	-4.4
84	FC(F)(F)c1cccc(NC(=S)NCc2ccccc2)c1	4.7
85	COCCNC(=O)NC(=O)COC(=O)C12CC3CC(CC(NC(C)=O)(C3)C1)C2	-0.9
86	COc1ccc2oc(-c3ccc(NC(=O)c4ccc(N5CCOCC5)c([N+](=O)[O-])c4)cc3)nc2c1	-3.5
87	Cc1cc2c(cc(C(=O)O)n2C)s1	-19.0
88	Cc1scc(C(=O)N/N=C/c2ccco2)c1C	3.0

Further entries
cpd	structure	RAD54 branch
89	Cc1cc(OCCN2CCCC2)ccc1[N+](=O)[O-]	-11.6
90	Cc1cc([N+](=O)[O-])ccc1NC(=O)c1cncc(Br)c1	5.0
91	Cc1cccc(Oc2sc(C(=O)c3ccccc3)c(N)c2C#N)c1	0.3
92	Cc1nnc(C)n1/N=C/c1cc(Br)cc(Br)c1O	-3.3
93	CC(=O)Nc1nonc1-c1nc2ccccc2n1CCC(C)C	0.5
94	N#Cc1cccc2cnccc12	-3.3
95	O=C(N/C=C\c1ccccc1)NCc1ccc(Cl)cc1	7.1
96	CCOC(=O)c1ccc(NC(=O)CN(c2ccc(C)cc2)S(=O)(=O)c2c(C)n[nH]c2C)cc1	-13.1
97	O=C(c1cccc(F)c1)N1CCc2ccccc2C1	9.1
98	COc1ccc(C(=O)Nn2c(SCC(=O)NCc3ccco3)nc3ccccc3c2=O)cc1	0.0
99	CC(=O)N1CCC(=NNC(=O)c2cccs2)CC1	4.4
100	CCc1nn(C(C)C(=O)NCCN2CCN(c3cccc(C)c3C)CC2)c(=O)c2cc3occc3n12 (centres undefined)	7.3
101	Cc1cccc(OCc2nnc(SCc3cc(=O)[nH]c4ccccc34)n2-c2ccccc2)c1	0.7
102	CCN(C(=O)c1cn(C)c(=O)c2cc(OC)c(OC)cc12)c1cc(OC)ccc1OC	-4.3
103	Cc1cccc(NC(=O)CN(C)S(=O)(=O)c2cnc[nH]2)c1	-8.9
104	c1cnc2ccc(C(c3nnnn3C3CCCC3)N3CCN4CCCC4C3)cc2c1 (centres undefined)	-3.1
105	COc1ccccc1CN1C(=O)CCC1(C)C(=O)NC1CCCCCC1 (centres undefined)	3.9
106	COC(=O)CC(NC(=O)c1ccco1)c1ccc(C(C)C)cc1 (centres undefined)	-5.0
107	CCCC1=NCCn2cccc21	-17.2
108	Nc1nc(SCc2ccc3c(c2)OCO3)n[nH]1	7.5
109	Cc1ccc(Nc2nc3nonc3[nH]c2=O)cc1	-2.9
110	COc1ccc(C(=O)NN2C(=O)C3C4C=CC(O4)C3C2=O)cc1 (centres undefined)	-7.1
111	O=C(NC1CCCCC1)C(c1ccc(F)cc1)N(Cc1cccs1)C(=O)CN1C(=O)c2ccccc2S1(=O)=O (centres undefined)	-7.6
112	CCCCn1c(SCC(=O)c2ccc3c(c2)OCCO3)nnc1-c1ccoc1C	0.6
113	CC(=O)c1ccc2c(c1)OCCOCCOCCOCCO2	-8.6
114	CCCOc1ccc(N2CC(C(=O)Nc3ccccn3)CC2=O)cc1 (centres undefined)	-20.5
115	CCOC(=O)c1nnc(-c2ccccc2)nc1Sc1c(Cl)cccc1Cl	0.6
116	O=CN1CCN(C(=O)c2ccccc2Cl)CC1	-0.7
117	Cc1ccccc1-n1nc2c(c1NC(=O)c1cc3ccccc3oc1=O)CS(=O)C2 (centres undefined)	1.6
118	O=C(CNC(=O)c1ccc(-c2ccccc2)cc1)OCc1ccc(Cl)cc1	12.3
119	COC(=O)c1sccc1-n1cccc1C(=O)C(=O)N1CCCCC1	-15.8
120	COc1cc(/C=C2/SC(=O)N(Cc3ccccc3)C2=O)ccc1OCc1ccncc1	-6.5
121	CCS(=O)(=O)NCCc1cc2ccc(C)cc2[nH]c1=O	-3.3
122	CCC(=O)n1nc(NCc2ccc(OC)c(OC)c2)nc1NCc1ccc(OC)c(OC)c1	-13.1
123	Cc1ccc2c(c1)nc(NCCCO)n2C	1.2
124	CCOC(=O)C1CCN(C(C)=C2C(=O)c3ccccc3C2=O)CC1	1.5
125	CCOC(=O)C1=C(CSc2nccn2C)NC(=O)NC1c1ccc2c(c1)OCO2 (centres undefined)	-3.7
126	CN(C)c1ccc(NC(=O)c2sc(SCC(=O)Nc3ccc(Br)cc3)nc2N)cc1	-5.2
127	O=C(NCc1ccncc1)C1COc2ccccc2O1 (centres undefined)	-7.1
128	COC(=O)C1=C(NC(=O)c2ccc(C)c(C)c2)CCS1	1.9
129	Cc1cc(C)n(-c2c(F)c(F)c(CN3CCCCC3)c(F)c2F)n1	-12.8
130	O=[n+]1c2c(n([O-])c3cc(F)c(N4CCCC4)cc31)CCCC2	-93.4
131	CC(=O)Nc1cc(S(=O)(=O)C(F)(F)F)ccc1Cl	7.4
132	CCc1nnc(NC(=O)CSc2nnc(-c3ccccc3OC)n2-c2ccc(C)cc2)s1	-10.0
133	O=[N+]([O-])c1ccc(N2CCN(S(=O)(=O)c3ccc4ccccc4c3)CC2)cc1NCc1ccco1	0.5
134	CCS(=O)CCSC(=N)N (centres undefined)	12.3
135	O=C(Nc1ccc(Cl)cn1)c1cc2ccccc2o1	-1.9
136	O=C(Cc1ccccc1[N+](=O)[O-])NCc1ccc(Cl)cc1	-5.9
137	Cc1nnc(N/N=C/c2cccc(OCc3ccc(Cl)c(Cl)c3)c2)n1N	10.5
138	COc1ccccc1-n1c(SCC(=O)NC(C)(C)C)nc(O)c(Cc2ccccc2)c1=O	-4.3
139	CCc1ccc2oc(-c3cccc(NC(=O)c4cccnc4)c3)nc2c1	-6.1

Screens: PubChem, Broad Institute
